DAGLB inh: diacylglycerol lipase beta (human) inhibition; HEK293T DAGLB membrane lysate, EnzChek fluorogenic substrate; inhibition, % at 5.17 µM; actives 0.059% (n = 340,000); in the data active means inhibition above about 34%;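 further: 0% = enzyme with vehicle and 100% = wells lacking enzyme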
OPRM1-OPRD1 ag: agonists of human mu-delta opioid receptor heterodimerization. P35372+P41143. cells, OPRM1-OPRD1 heterodimerization, luminescence. activation, % at 9.3 µM. actives 0.3% (n = 340,000); in the data active means activation above about 18%;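 further: 0% = vehicle-treated cells and 100% = reference agonist; values of inactives mirror those of a sister screen read the other way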
HTR5A inv ag: inverse agonist of human HTR5A in OPRM1-OPRD1 counter-screen. inhibition, % at 9.3 µM. actives 0.083% (n = 340,000). HTR5A cell line, luminescence, inverse agonism. P47898. AID 504634; in the data active means inhibition mostly above about 23%, no sharp cut-off; inactive means mostly below about 18%;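 further: 0% = cells with DMSO and 100% = no-cell wells with DMSO; some compounds called inactive have numbers as strong as hits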
Arr AP2 block: human beta-arrestin and AP2 interaction inhibition; FITC-arrestin peptide / GST-AP2 beads, flow cytometry; AP2 beta2 appendage carries R879A mutation; inhibition, % at 10 µM; actives 0.31% (n = 340,000);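 active means inhibition above a set limit, near 3 SD of compounds lacking own fluorescence, cut at about 54% in these data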;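 further: plate controls were DMSO wells for no effect and 5 µM unlabelled arrestin peptide for full effect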
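System: GST-AP2 R879A glutathione beads | Also added: FITC-arrestin peptide, 50 nM | Times: 12 min plus 1 h, RT | Signal: Bead flow cytometry, FITC channel | Buffer or medium: PBS with 0.05% Tween 20 and 0.1% BSA | Read-out basis: Percent drop in bead-associated FITC signal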
PKA-R2B act: activates the human PKA-R2B holoenzyme complex | activation, % at 11.4 µM | P22694+P31323 | PKA-R2B holoenzyme dissociation, Cy5-IP20 fluorescence polarization; R2B truncated from residue 108, S112A mutant; 0% DMSO only, 100% 113 µM cGMP | actives 0.079% (n = 340,000);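 active means activation above a cutoff set at the mean over all compounds plus 3 SD, cut at about 18% in these data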;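 further: higher means more holoenzyme dissociation and a rise in polarization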
Pemphigus Ab inh: blocks pemphigus antibody binding to human desmoglein-3. DSG3-coupled beads, scFv-anti-DSG3-GFP binding, flow cytometry; active compounds read low. binding (percent of control), % at 10 µM. actives 0.48% (n = 310,000);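 active means binding more than 3 SD below its plate's average and above zero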;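 further: hits lower antibody fragment binding to DSG3; some compounds called inactive have numbers as strong as hits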
Target sequence (P32926 whole entry, looked up, the tested form may be a part): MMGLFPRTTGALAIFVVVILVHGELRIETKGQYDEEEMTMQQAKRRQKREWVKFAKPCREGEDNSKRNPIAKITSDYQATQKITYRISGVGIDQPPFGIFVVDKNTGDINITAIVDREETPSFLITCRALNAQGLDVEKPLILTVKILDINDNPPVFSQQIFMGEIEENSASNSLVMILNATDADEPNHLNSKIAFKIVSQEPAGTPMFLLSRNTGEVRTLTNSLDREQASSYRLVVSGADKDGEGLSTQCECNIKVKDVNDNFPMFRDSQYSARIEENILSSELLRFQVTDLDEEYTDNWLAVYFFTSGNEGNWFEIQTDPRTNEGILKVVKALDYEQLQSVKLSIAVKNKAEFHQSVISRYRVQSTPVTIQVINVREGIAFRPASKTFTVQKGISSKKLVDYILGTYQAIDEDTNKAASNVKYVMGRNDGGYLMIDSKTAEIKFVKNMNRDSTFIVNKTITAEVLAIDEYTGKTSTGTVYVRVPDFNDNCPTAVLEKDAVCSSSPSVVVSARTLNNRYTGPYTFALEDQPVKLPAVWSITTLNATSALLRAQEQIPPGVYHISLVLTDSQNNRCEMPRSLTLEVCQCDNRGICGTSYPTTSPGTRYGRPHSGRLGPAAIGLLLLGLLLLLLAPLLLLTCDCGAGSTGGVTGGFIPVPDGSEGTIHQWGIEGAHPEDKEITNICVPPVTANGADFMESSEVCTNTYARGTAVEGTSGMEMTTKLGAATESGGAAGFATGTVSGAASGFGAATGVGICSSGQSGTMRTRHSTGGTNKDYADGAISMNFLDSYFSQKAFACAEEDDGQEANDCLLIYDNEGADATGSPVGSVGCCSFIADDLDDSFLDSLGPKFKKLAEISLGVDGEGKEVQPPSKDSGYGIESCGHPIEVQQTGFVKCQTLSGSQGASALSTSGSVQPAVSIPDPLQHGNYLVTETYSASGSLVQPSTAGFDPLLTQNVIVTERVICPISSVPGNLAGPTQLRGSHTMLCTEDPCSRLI
HTR5A ag: HTR5A agonism, opioid heterodimer counter-screen; HTR5A agonist assay, luminescence, cell-based; activation, % at 9.3 µM; P47898; actives 0.61% (n = 340,000); AID 504692; in the data active means activation mostly above about 9.5%, no sharp cut-off; inactive means mostly below about 7.6%;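 further: 0% = cells with vehicle only and 100% = reference agonist; strong numbers were not always called active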
PKA-R1A act: activates the PKA-R1A holoenzyme complex. activation, % at 11.4 µM. actives 0.083% (n = 340,000). PKA-R1A dissociation, Cy5-IP20 fluorescence polarization; scaled: DMSO 0%, 113 µM cGMP 100%. P00514+P68181;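 active means percent activation above the mean of all tested compounds plus 3 SD, cut at about 19% in these data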;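 further: higher means more PKAc released from R1A so a rise in polarization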
V-ATPase pH: alters yeast V-ATPase proton transport. AID 504577. actives 0.37% (n = 350,000). response, % at 10 µM. S. cerevisiae, pHLuorin cytosolic pH fluorescence; in the data active means response mostly above about 7.3%, no sharp cut-off; inactive means mostly below about 5.4%; further: actives read high; inactives centre near 0; some compounds called inactive have numbers as strong as hits; reference of the scale not given here
OPRM1-OPRD1 inv: inverse agonist of human OPRM1-OPRD1 heterodimerization. cell-based MOR-DOR heterodimer luminescence, inverse agonism. P35372+P41143. actives 0.21% (n = 340,000). inhibition, % at 9.3 µM; in the data active means inhibition above about 22%, passing the limit was not always enough;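 further: 0% = cells with DMSO and 100% = wells without cells with DMSO; values of inactives mirror those of a sister screen read the other way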
* = called active by the depositor; · = no result given.

SMILES	DAGLB inh	OPRM1-OPRD1 ag	HTR5A inv ag	Arr AP2 block	PKA-R2B act	Pemphigus Ab inh	HTR5A ag	PKA-R1A act	V-ATPase pH	OPRM1-OPRD1 inv
Cc1[nH]c(=O)n(C(C)C)c(=O)c1Br	2	-1.7	4	-4	-1	94	-1	16	-4	9
CCNC(=O)COC(=O)Cc1ccc(Cl)cc1Cl	-1	-1.7	-1	-2	-7	99	0	11	-2	10
COc1ccc(-c2cc(C(=O)NCCCN3CCCC3=O)c3ccccc3n2)cc1OC	-1	-4.8	18	19	-3	94	-2	-3	-5	19
CC(=O)Nc1ccc(N(C(=O)CNC(=O)c2ccco2)C(C(=O)NCC2CCCO2)c2ccccc2)cc1 (stereo unspecified)	1	-2.5	6	4	5	96	-2	-4	-1	14
Cc1ccc(/C=N/NC(=O)Cc2cccn2C)cc1	0	-1.8	-10	-5	6	·	4	10	-2	9
CCOc1cc(N2CCOCC2)c(OCC)cc1NS(=O)(=O)c1ccc2c(c1)CC(=O)N2	3	·	·	·	0	98	·	3	·	·
Cc1ccc(-n2nc3c(=O)n(CCCC(=O)NCc4ccc(Cl)cc4)nc(C)c3c2C)cc1	-1	0.0	-20	30	-3	94	5	1	0	0
Cc1cccc(CSc2nnc(NC(=O)CSc3nnc(C)s3)s2)c1	5	0.2	5	32	8	102	-1	3	-1	-1
COc1ccc(-c2nnn(CC(=O)N(C3CCCCC3)C(C)C(=O)NC3CCCC3)n2)cc1OC (stereo unspecified)	-2	-1.4	-34	-5	-1	106	2	-4	-5	6
C=CCn1c(SCC(=O)NCc2ccc3c(c2)OCO3)nc2scc(-c3ccc(F)cc3)c2c1=O	0	-1.2	-8	20	1	·	-2	-5	-5	7
OC(CNCc1ccccc1Cl)C(F)(F)F (stereo unspecified)	2	-0.4	5	-20	-23	96	4	6	0	2
Cc1ccc2[nH]c(=O)c(CN(Cc3ccc4c(c3)OCO4)Cc3nnnn3Cc3ccco3)cc2c1	4	0.7	-18	6	-1	91	-2	1	-6	-3
CC1(C)CC(=O)C2=C(C1)OC(N)=C(C#N)C2c1ccccc1 (stereo unspecified)	1	2.5	4	9	6	100	-2	-3	-2	-12
C=CCc1cccc(CNc2nc3ccccc3n2CCN2CCOCC2)c1O	1	·	·	1	-3	93	·	-7	3	·
NC(=O)Cn1cc(/C=N/NC(=O)c2ccc(Cn3cc(Cl)cn3)o2)c(-c2ccccc2)n1	-1	-2.7	0	12	-21	124	0	-4	4	15

Whole records, looked up by structure. Screens in order: DAGLB inh | OPRM1-OPRD1 ag | HTR5A inv ag | Arr AP2 block | PKA-R2B act | Pemphigus Ab inh | HTR5A ag | PKA-R1A act | V-ATPase pH | OPRM1-OPRD1 inv
`CCNC(=O)COC(=O)Cc1ccc(Cl)cc1Cl` is listed as -1 | -1.7 | -1 | -2 | -7 | 99 | 0 | 11 | -2 | 10
`C=CCn1c(SCC(=O)NCc2ccc3c(c2)OCO3)nc2scc(-c3ccc(F)cc3)c2c1=O` is listed as 0 | -1.2 | -8 | 20 | 1 | · | -2 | -5 | -5 | 7

The results go on.
SMILES	DAGLB inh	OPRM1-OPRD1 ag	HTR5A inv ag	Arr AP2 block	PKA-R2B act	Pemphigus Ab inh	HTR5A ag	PKA-R1A act	V-ATPase pH	OPRM1-OPRD1 inv
CCN1C(=NCCc2cccs2)N[C@@H](c2cccs2)C(C(=O)OC)=C1C	2	-4.1	-7	3	5	114	-2	-1	-5	19
Cc1c(C#N)c(NC(=O)CCl)n(Cc2ccccc2)c1C	1	0.3	1	30	-1	102	-1	14	9	-2
COc1ccc(Nc2nc(N3CCCC3)nc(N3CCCC3)n2)c(OC)c1	-3	3.7	4	1	0	99	-1	6	3	-20
CCn1nc(C)c(CCC(=O)O)c1C	1	-0.4	9	-4	6	107	-3	-5	-1	2
COc1ccc(CCNC(=O)CCCN2C(=O)C(c3ccccc3)Oc3cccnc32)cc1OC (stereo unspecified)	0	-0.1	-2	-7	9	96	0	-6	7	1
COc1ccc(-c2cc(-c3ccc(F)cc3)nc(N3CCN(C)CC3)n2)cc1	1	2.5	12	1	3	112	-4	-1	7	-11
COC(=O)C1=C(N)OC2=C(C(=O)CC(C)(C)C2)C1c1ccccc1OCC#N (stereo unspecified)	-1	-3.3	5	-5	15	84	2	2	-3	17
COc1ccc(CC(=O)NCCN2CCOCC2)cc1	-2	-0.1	2	6	-9	96	-1	-15	0	1
CC1(OC(=O)C2CCCC2)C(=O)C=C2C=C(c3ccsc3)N(Cc3ccccc3)C=C2C1=O (stereo unspecified)	5	4.7	-10	25	1	97	4	-9	3	-27
Cc1cccc(NC(=O)N2CCC(NC(=O)c3ccccc3C)CC2)c1	2	-2.1	-8	-5	1	·	1	-3	4	13
CCOC(=O)N=S(=O)(Oc1ccc([N+](=O)[O-])cc1)c1ccccc1 (stereo unspecified)	-10	-1.0	-20	26	2	·	2	0	-6	6
CCOc1ccc(C(=O)Nc2cccc([N+](=O)[O-])c2)cc1Br	0	3.8	-22	1	-1	101	9.2*	-2	-1	-19
Cc1ccnc(N2CCC(C(=O)Nc3ccc4c(c3)OCO4)CC2)n1	-1	-3.8	-17	-3	-4	103	-3	6	2	20
O=C(COC(=O)C1COc2ccccc2O1)NC(=O)Nc1ccc2c(c1)OCCO2 (stereo unspecified)	-2	0.1	-8	20	-1	99	3	1	-1	0
COc1cccc(-c2c(NC(C)=O)n(C)c3ccccc3c2=O)c1	1	-2.4	-18	10	-2	106	5	-11	3	12
Cc1cc(CN2CCN(CC(=O)Nc3cc(Cl)ccc3-n3cncn3)CC2)no1	0	0.1	-5	30	0	98	4	-1	-2	-1
COc1ccc(/C(O)=C/c2nc3ccccc3n(-c3ccccc3)c2=O)cc1	-4	-3.7	1	-13	-3	115	0	-8	1	22
Cc1ccc2nc(-c3ccc(NC(=O)CSc4nccc(=O)[nH]4)cc3)sc2c1	9	0.3	9	14	-20	87	-3	-14	-4	-2
CCOc1ccccc1N1CC(C(=O)N(CC)C2CCS(=O)(=O)C2)CC1=O (stereo unspecified)	0	-1.3	7	-10	6	94	-3	-2	4	5
Cc1c2cnn(CC(=O)NC3CCCC3)c(=O)c2c(C)n1Cc1ccccc1	-1	-0.6	2	-9	-7	123	-1	-3	3	3
O=c1[nH]c(=S)[nH]cc1Oc1ccc(Br)cc1Br	2	-1.2	-4	4	-1	94	1	9	-1	6
COc1ccc(C(=O)CCc2ccccc2O)c(OC)c1	-1	-0.3	-2	-2	4	122	1	3	4	1
CC(O)CNc1nc2ccccc2n1CC(=O)N1CCN(Cc2ccccc2)CC1 (stereo unspecified)	1	·	·	5	-2	99	·	-3	1	·
COc1cccc(NC(C)C(=O)Nc2cc([N+](=O)[O-])ccc2Cl)c1 (stereo unspecified)	-1	-0.8	-11	40	-13	95	4	-5	1	4
Cc1ccc2nc(NC(=O)c3ccccn3)sc2c1	-2	-4.9	6	45	9	97	-2	-4	3	26
Cc1[nH]c2ccccc2c1C(=O)C(C)Sc1nnc(C2CC2)o1 (stereo unspecified)	0	0.3	2	-19	0	·	-6	3	-3	-1
Cc1ccc(S(=O)(=O)N2CCN(CC(=O)N/N=C/C=C/c3ccccc3)CC2)cc1	1	3.9	-8	0	-5	105	2	-5	2	-20
COc1ccc(CN2CCN(C(=O)CN3C(=O)C4C5C=CC(C5)C4C3=O)CC2)c(OC)c1OC (stereo unspecified)	-1	2.3	4	-6	5	100	2	-2	0	-13
CN1C(=O)/C(=C\c2cccc(OCc3ccccc3)c2)SC1=S	3	-1.3	2	15	5	93	0	6	4	8
O=C1C2CC=CCC2C(=O)N1c1cccc(OS(=O)(=O)c2ccc3ccccc3c2)c1 (stereo unspecified)	-7	-1.8	9	2	1	97	-4	3	-2	8
C[C@H]1CN([C@@H](C)CO)S(=O)(=O)c2ccc(C#CC3(O)CCCC3)cc2O[C@@H]1CN(C)C(=O)Cc1cccnc1	-3	·	·	·	-3	·	·	4	-1	·
O=C(Cc1ccc(S(=O)(=O)N2CCCC2)s1)NC1CCCCCC1	0	-1.6	0	2	-1	105	0	2	1	9
CCS(=O)(=O)c1ccc(S(=O)(=O)CC)s1	0	-2.1	-21	4	4	97	0	-3	-3	12
CN1CCN(S(=O)(=O)CC2(C)C3CCC2(C)C(=O)C3Br)CC1 (stereo unspecified)	0	-2.6	-6	36	-4	100	-5	-4	4	14
CCN(CC(=O)Nc1sc2c(c1C#N)CCCC2)Cc1nc2ccccc2c(=O)[nH]1	-1	-0.6	2	-6	-4	94	-1	-11	-1	3
NNc1nc2c(-c3ccc(Cl)cc3)nnn2c2ccccc12	-3	2.1	17	-11	-12	68*	1	-14	-25	-11
O=C1NC(c2ccc3ccccc3c2)Nc2ccccc21 (stereo unspecified)	-2	·	·	·	7	112	·	-6	-1	·
CNC(=O)C1CC(=O)N(Cc2ccc3c(c2)OCO3)C(=Nc2ccc(OC)cc2)S1 (stereo unspecified)	-3	0.9	8	10	10	105	6	0	5	-5
O=C(Nc1ccccc1)C(Cl)C(=O)c1ccccc1 (stereo unspecified)	1	-19	51*	4	4	118	-13	-4	2	96*
COc1ccc2c(CCNC(=O)CN3C(=O)c4ccccc4C3=O)c[nH]c2c1	-1	2.6	-1	-8	-11	101	0	-7	1	-19
Cc1ccc(C(=O)COC(=O)c2cc(=O)[nH]c3ccccc23)cc1C	-1	3.2	-2	9	-7	98	3	-8	1	-15
COc1ccccc1C(=O)CN1C(=O)NC2(CCc3ccccc32)C1=O (stereo unspecified)	2	-0.6	-4	-19	4	123	2	0	-1	4
Cc1ccc(NS(=O)(=O)c2ccc(N3CCN(c4ccc(O)cc4)CC3)c([N+](=O)[O-])c2)c(C)c1	11	2.6	11	25	7	99	5	5	0	-14
CCc1nnc(NC(=O)CSc2nnc(CSc3nc(C)cc(C)n3)o2)s1	0	-0.8	-9	2	-10	116	4	1	3	5
Cc1cc(=O)cc(C)n1-c1ccc(Cl)c(Cl)c1	0	0.2	-16	-4	8	119	5	-6	-2	-2
CCOC(=O)C1CCN(C(=O)c2ccc(CNS(=O)(=O)c3ccc(OC)cc3)cc2)CC1	-1	-0.8	7	6	9	98	-3	6	1	4
COc1ccc(Nc2ccc(N3C(=O)CCCC3=O)cc2[N+](=O)[O-])cc1OC	9	-0.8	22	5	-10	108	-2	-10	3	4
COC(=O)c1ccc(C2/C(=C(\O)c3ccc4c(c3)OCCO4)C(=O)C(=O)N2c2nnc(C)s2)cc1 (stereo unspecified)	3	-4.3	22	-6	-15	94	1	-7	3	23
Cc1nnc(NC(=O)c2cc(-c3ccco3)nc3ccccc23)s1	0	-2.1	0	-8	-7	103	0	-4	0	11
CCc1nnc(NC(=O)c2nc(S(=O)(=O)Cc3cccc(C)c3)ncc2Cl)s1	1	1.2	-34	8	-1	138	9.1*	-12	-4	-6
CCN(CC)S(=O)(=O)N1CCC(C(=O)NCC2COc3ccccc3O2)CC1 (stereo unspecified)	-5	-1.1	32	-8	3	104	4	4	0	6
O=C(Nc1cccc(Br)c1)C1CC(=O)N(C2CCCC2)C1 (stereo unspecified)	-1	1.0	-17	25	13	103	5	3	-4	-5

From PubChem
